# Screens from PubChem BioAssay.
# IDE cell activ: IDE (human) activation, cell-based. P14735. HEK cells, FAbeta-B cleavage, fluorescence polarization; 0% vehicle, 100% cell-free pure enzyme wells. activation, % at 5.96 µM. 340,000 tested, 0.073% active;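 active = activation above the mean of all tested compounds plus 3 SD, set per screening campaign, cut at about 17% in these data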
# VIM-2 inhibitor: inhibitors of Pseudomonas aeruginosa VIM-2 metallo-beta-lactamase. 290,000 tested, 0.89% active. inhibition, % at 5.6 µM. AID 1527. purified VIM-2, nitrocefin hydrolysis, epi-absorbance fluorescence;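 active = inhibition above the mean of all tested compounds plus 3 SD, cutoff set per screening run, cut at about 7.5% in these data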;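 note: red hydrolysis product quenches plate fluorescence so inhibitors raise well fluorescence; 0% = enzyme with DMSO and 100% = DMSO without enzyme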
# UBC9 SUMO inh: SUMOylation inhibition | HTRF SUMOylation assay, SAE1/SAE2 + UBC9, in vitro | P63279 | 290,000 tested, 0.36% active | inhibition, % at 35 µM; in the data active = inhibition above about 50%, passing the limit was not always enough; note: strong numbers were not always called active
# Target sequence (P63279 whole entry, looked up): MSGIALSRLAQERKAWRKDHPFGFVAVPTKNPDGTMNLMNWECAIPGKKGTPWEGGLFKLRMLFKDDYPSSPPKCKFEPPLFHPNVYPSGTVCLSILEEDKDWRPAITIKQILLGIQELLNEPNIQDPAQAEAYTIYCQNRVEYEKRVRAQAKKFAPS
# IDE cell inh: inhibits human insulin-degrading enzyme in HEK cells; P14735; FAbetaB cleavage, fluorescence polarization; inhibition, % at 5.59 µM; 320,000 tested, 0.41% active;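 active = percent inhibition above the average of all tested compounds plus 3 SD, set per screening campaign, cut at about 16% in these data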;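 note: IDE supplied by intact live HEK cells; FP after avidin binding of uncleaved biotin substrate so inhibition keeps polarization high; 0% = DMSO wells and 100% = 60 µM reference IDE inhibitor Ii1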
# NS3 helicase inh: HCV NS3 helicase inhibition | inhibition, % at 10.9 µM | 290,000 tested, 0.56% active | NS3 helicase DNA unwinding, Cy5 molecular beacon fluorescence;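 active = inhibition above the mean of all tested compounds plus 3 SD, set per campaign, cut at about 35% in these data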;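 note: 0% = DMSO wells and 100% = thioflavine S control wells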
#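 Assay system – hepatitis C virus NS3 helicase domain fragment enzyme · Buffer or medium – MOPS pH 6.5, MgCl2, DTT, Tween20, BSA · Reagent – Cy5/quencher beacon DNA duplex and ATP to start · Compound – single 10.9 µM dose · Timing – 1 h at 25 °C · Technique – Cy5 beacon fluorescence read at start and 1 h · Measure – % inhibition of unwinding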
# GalR3 antag: blocks the human galanin receptor 3. O60755. HEK293 GalR3-CNG cAMP membrane potential fluorescence; galR3 body fused to GalR1 C-terminus. inhibition, % at 3 µM. 360,000 tested, 0.44% active;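 active = inhibition above the screen-wide average plus 3 SD, cut at about 13% in these data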;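 note: forskolin and galanin both at EC90 stimulate the cells; cAMP rise reported by CNG channel membrane potential dye signal; 0% = forskolin plus galanin with DMSO and 100% = forskolin alone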
# Target sequence (O60755 1-299 limits assumed): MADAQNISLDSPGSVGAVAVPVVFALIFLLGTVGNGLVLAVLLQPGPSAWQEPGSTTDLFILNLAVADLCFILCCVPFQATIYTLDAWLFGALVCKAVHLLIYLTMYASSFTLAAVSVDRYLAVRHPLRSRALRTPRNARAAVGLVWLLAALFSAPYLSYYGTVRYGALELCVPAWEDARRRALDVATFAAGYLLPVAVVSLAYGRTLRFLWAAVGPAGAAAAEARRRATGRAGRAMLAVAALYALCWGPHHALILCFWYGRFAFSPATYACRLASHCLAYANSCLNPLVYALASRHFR
# IMP-1 inhibitor: inhibitors of Pseudomonas aeruginosa IMP-1 metallo-beta-lactamase; purified IMP-1, nitrocefin hydrolysis, epi-absorbance fluorescence; inhibition, % at 5.6 µM; 290,000 tested, 0.45% active; AID 1556;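 active = inhibition above the mean plus 3 SD of all compounds in the same screening run, cut at about 4.5% in these data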;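 note: 0% = IMP-1 with DMSO and 100% = DMSO wells lacking enzyme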
#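 System: purified IMP-1 / Input: IMP-1 dispensed at 0.2 nM / Medium: 50 mM HEPES pH 7.1, 50 µM ZnSO4, 0.05% Brij 35 / Timing: 15 min enzyme–compound preincubation, then 25 min nitrocefin reaction, 25 °C / Technique: plate fluorescence quenching by hydrolysis product, ex 480/em 530 nm / Repeats: singlicate testing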
# CRFBP-R2 block: blocks CRF-induced signaling of the CRF-BP/CRF-R2 complex; 350,000 tested, 0.59% active; AID 588475; HEK293 CRF-R2/CRF-BP, CRF-induced calcium fluorescence; inhibition, % at 11.8 µM;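 active = inhibition of the ligand-induced calcium signal above about 50% at the single tested concentration, limit read from the data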
# p-CIP stab down: compounds decreasing mouse p/CIP protein stability | Q05BA5 | F442A p/CIP-EGFP cells, EGFP fluorescence, 16 h | decrease of EGFP signal, % at 10 µM | 290,000 tested, 0.01% active | AID 1984;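 active = EGFP signal decrease of at least 30% at 10 µM or well 3 SD below plate mean, unless failing retest; inactive = the rest, including hits failing retest or dose response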; note: some compounds called inactive have numbers as strong as hits; many of its hits are not listed in these tables
# Numbers without * were called inactive; . = not tested or not shown.
SMILES,IDE cell activ,VIM-2 inhibitor,UBC9 SUMO inh,IDE cell inh,NS3 helicase inh,GalR3 antag,IMP-1 inhibitor,CRFBP-R2 block,p-CIP stab down
CN(C)c1ccc(/C=N/N=C2/SC(CC(=O)O)C(=O)N2c2ccc(O)cc2)cc1 (stereo unspecified),4,-0.3,1,3,0,-4,-1.4,-4,6
CC(=O)Nc1cccc(/C(C)=N/NC(=O)c2ccc3c(c2)OCO3)c1,4,-3.8,8,0,-12,-8,-3.2,9,1
O=C(Nc1ccc(S(=O)(=O)N2CCCCC2)cc1)c1cnccn1,-2,-1.2,26,2,3,-3,-2.1,-34,-7
CCCCNc1cnn(-c2ccccc2)c(=O)c1Cl,2,-1.5,10,1,0,-3,-2.3,-19,2
CCOC(=O)Cn1cc(/C=N/NC(=O)c2cc3ccccc3o2)c2ccccc21,8,2.2,14,4,2,-4,1.7,-7,-13
COc1ccc(NC(=S)NCCCN2CCCC2=O)c(OC)c1,6,2.0,-13,-1,2,-2,-1.1,3,19
O=C(/C=C/c1ccc[nH]1)c1ccc(F)cc1,0,0.8,36,0,15,-7,-1.6,-4,-12
COc1cccc(NC(=O)CSc2nc3scc(C)c3c(=O)[nH]2)c1,3,-0.3,6,-4,-10,-8,-1.9,-10,-12
CCOC(=O)c1cccc(NC(=O)c2ccc(F)cc2F)c1,4,.,.,0,.,-1,.,-1,.
Cc1ccc(Cc2nnc(SCC(=O)Nc3ccccc3Cl)[nH]c2=O)cc1,-3,.,.,-1,.,-2,.,9,.
CCOC(=O)C1Nc2c(cc(C(F)(F)F)cc2[N+](=O)[O-])C2c3ccccc3CC12 (stereo unspecified),0,.,.,1,.,-1,.,-11,.
CCCOC(=O)c1ccc(NC(=O)c2cc(OC)c(OC)c(OC)c2Br)cc1,-1,-1.6,-19,1,-13,-2,-2.4,-27,-14
COc1ccc(NC(=O)CN2C(=O)c3cccc4cccc2c34)c(OC)c1,6,-2.2,15,1,-3,3,-0.8,16,-19
COc1cc(C(=O)N2CCN(C(=O)c3ccco3)CC2)cc(OC)c1OC,5,-2.2,2,1,-2,1,-5.2,-6,-20
Nc1ncnc(Nc2cc(C(F)(F)F)cc(C(F)(F)F)c2)n1,7,-1.1,-5,-1,-51,-5,-2.6,-27,4
CC1CCCN(C(=O)COC(=O)C2=COCCO2)C1 (stereo unspecified),3,.,.,3,.,-7,.,16,.
Cn1c(C(=O)N2CCC(C(=O)NCc3ccccc3)CC2)cc2sccc21,-2,-5.0,-6,3,-2,0,-1.0,-2,12
Cc1ccc(OCC(=O)N2CCCCCCC2)cc1,4,0.5,-5,0,20,-9,1.1,-5,-3
COc1cc2ncnc(NCCCN3CCOCC3)c2cc1OC,5,2.7,17,0,30,-2,0.8,-1,2
COc1ccc([N+](=O)[O-])cc1NC(=O)C(C)c1ccccc1 (stereo unspecified),4,-1.7,-20,-2,-6,-1,-2.2,36,-10
Cc1ccccc1/C=C/C12NC(=O)CN1c1ccccc1C2(C)C (stereo unspecified),6,-2.6,6,9,-2,-7,-1.6,-17,-7
O=C(NCc1nc2ccccc2[nH]1)c1cccc(S(=O)(=O)N2CCCC2)c1,1,-1.9,5,4,1,0,2.1,16,-4
O=C(Nc1ccc2nc(-c3ccc4nc[nH]c4c3)[nH]c2c1)c1cccs1,3,-2.1,5,2,-77,-2,-3.3,0,-9
CCn1ncc([N+](=O)[O-])c1C(=O)Nc1nc2cccc(C)c2s1,1,-3.0,4,2,6,-2,-3.5,0,-8
Cc1cccc(C)c1NC(=O)c1ccc(N2CCCC2=O)cc1,4,.,.,0,.,-7,.,-6,.
CCOc1ccc2[nH]c(=O)c(CN(CC3COCCO3)C(=O)C3CC3)cc2c1 (stereo unspecified),6,-1.5,0,3,-2,-4,-1.6,7,6
CC1=C/C(=N\S(=O)(=O)c2ccccc2)C(C(C)C)=CC1=O,-3,-0.4,30,1,16,-5,0.0,-28,-14
CC(=O)NC(Cc1ccccc1)C(=O)N1CCN(C(=O)c2cccs2)CC1 (stereo unspecified),4,-1.5,15,10,3,-3,-5.2,-27,-9
O=c1cc(CO)occ1OCc1c(F)cccc1Cl,0,-0.8,13,4,1,4,-3.2,2,-10
O=C(Nc1cccc(F)c1)c1ccc(-c2ccccc2C(F)(F)F)o1,.,-2.4,-7,.,-3,-6,-2.6,.,0
COc1ccc(C(=O)Nc2ccc3ncccc3c2)cc1,3,-1.1,12,0,5,-9,0.0,-6,-2
CC(C)(C)c1ccc(O)c(/C=N\O)c1,2,-6.6,6,0,8,-1,-0.4,17,-6
O=C(Nc1nc2ccccc2c(=O)s1)c1ccc(F)cc1Cl,5,-0.8,8,1,-2,-8,1.3,-12,0
CCOc1cccc(N2C(=O)CC(N3CCN(c4ccc(S(=O)(=O)CC)cc4)CC3)C2=O)c1 (stereo unspecified),-3,-3.1,-19,-2,1,-6,-3.0,-16,3
CCn1c2ccccc2c2cc(/C(C)=N/O)ccc21,4,-1.6,10,5,-3,-3,-0.9,-2,-4
c1ccc(CCN2CN(CCCN3CCOCC3)c3nc4ccccc4n3C2)cc1,2,-0.8,-40,7,6,-4,-0.2,14,7
CSC(=S)N/N=C(\C)c1ccccc1,-3,-0.5,-16,0,12,-3,-1.3,-21,5
CCC1(CC)Cc2ccccc2C(Nc2c(C)n(C)n(-c3ccccc3)c2=O)=N1,0,-5.5,6,-1,3,-5,1.6,0,-1
Cc1ccc(C)c(NS(=O)(=O)c2ccc(-c3cnc(C4CC4)o3)cc2)c1,3,-4.5,7,6,-24,3,-2.9,0,-24
Cn1c(=O)c(Oc2cc(Cl)cc(Cl)c2)nc2ccccc21,2,-1.8,5,-3,5,-4,-2.2,-4,1
Cc1ncc([N+](=O)[O-])n1CC(=O)Nc1ccc2c(c1)OCO2,5,-6.0,21,-3,12,-6,-3.1,2,-4
CN1CCN(Cc2nnc(-c3ccccc3)o2)CC1,1,-3.9,3,2,1,-8,-3.3,-3,0
CC(=O)C1(C)N(O)C(C)(C)C(c2cccs2)=[N+]1[O-] (stereo unspecified),0,-3.1,5,5,-5,0,1.9,0,-13
OC(COCc1ccc2c(c1)OCO2)CN1CCN(Cc2ccccc2)CC1 (stereo unspecified),4,0.2,0,2,-4,-3,-0.8,24,-4
Cc1ccc(SCC(=O)OCC(=O)N(CC(C)C)C2CCS(=O)(=O)C2)cc1C (stereo unspecified),-2,.,.,3,.,-3,.,12,.
CC1=C(C(=O)OCCOc2ccccc2)C(c2ccsc2)NC(=O)N1C (stereo unspecified),-5,-2.9,-10,12,-2,-7,-2.6,-14,2
COc1ccc(C(c2nnnn2Cc2ccccc2)N2CCN(c3nc4ccccc4s3)CC2)cc1 (stereo unspecified),6,-2.4,7,0,-17,2,-3.0,-12,-4
COc1ccccc1CNC(=O)COC(=O)CNS(=O)(=O)c1ccc(C)cc1,2,-0.2,7,1,4,-2,-0.5,28,-8
Cn1ccnc1SCC(=O)c1ccc2ccccc2c1,7,0.1,25,3,13,-7,0.5,-13,-5
C[C@H](CO)N1C[C@H](C)[C@@H](CN(C)C(=O)Nc2ccc(C(F)(F)F)cc2)Oc2c(NC(=O)Nc3ccccc3)cccc2C1=O,0,.,.,7,.,-3,.,-7,.
CCc1nc2ccc(C(=O)N(C)CC(=O)Nc3ccccc3C(F)(F)F)cc2nc1CC,5,.,.,0,.,2,.,1,.
CCc1ccc(NC(=O)COC(=O)CCc2nc3cc(S(=O)(=O)N(CC)CC)ccc3n2C)cc1,3,-1.8,-21,0,19,-3,-1.5,3,-6
CC1(c2nnc(-c3ccc(Cl)cc3)o2)CC(c2cccc(Cl)c2)=NO1 (stereo unspecified),3,.,-18,1,.,-4,.,-63,2
COc1ccc(N2CCN(C(=O)c3cc(N4C(=O)C5C6CCC(C6)C5C4=O)ccc3Cl)CC2)cc1 (stereo unspecified),-1,0.6,-7,4,6,8,-1.6,3,0
C=CCc1cccc2cc(C(=O)OCC)c(=O)oc12,5,2.4,1,4,-3,-5,-2.4,0,-1
O=C(Nc1ccccc1F)C1CCN(C(=O)NCc2ccccc2)CC1,3,-2.7,-4,0,6,-8,-2.8,3,-3
CC(=O)NC(CC(=O)OCC(=O)N1CCc2ccccc21)c1ccccc1 (stereo unspecified),4,-1.7,6,1,-4,-2,-3.2,0,-2
COc1ccc(Cl)cc1N1C(=NC(=O)C2CCCO2)SC2CS(=O)(=O)CC21 (stereo unspecified),0,-2.6,-3,-5,7,-7,-0.4,-9,-1
Cc1ccccc1N=Cc1cccc(O)c1O,-6,-2.4,58,-5,11,.,-0.6,-4,-1
Cc1cccn2c(=O)c(C=NCCO)c(Nc3ccc(Cl)cc3)nc12,.,1.7,10,7,7,-4,-0.9,.,4

# Structures from the list above that contain a furan ring, fused or not:
SMILES,IDE cell activ,VIM-2 inhibitor,UBC9 SUMO inh,IDE cell inh,NS3 helicase inh,GalR3 antag,IMP-1 inhibitor,CRFBP-R2 block,p-CIP stab down
CCOC(=O)Cn1cc(/C=N/NC(=O)c2cc3ccccc3o2)c2ccccc21,8,2.2,14,4,2,-4,1.7,-7,-13
COc1cc(C(=O)N2CCN(C(=O)c3ccco3)CC2)cc(OC)c1OC,5,-2.2,2,1,-2,1,-5.2,-6,-20
O=C(Nc1cccc(F)c1)c1ccc(-c2ccccc2C(F)(F)F)o1,.,-2.4,-7,.,-3,-6,-2.6,.,0

# The list goes on:
SMILES,IDE cell activ,VIM-2 inhibitor,UBC9 SUMO inh,IDE cell inh,NS3 helicase inh,GalR3 antag,IMP-1 inhibitor,CRFBP-R2 block,p-CIP stab down
CCCCOC(=O)c1ccc(NC(=O)c2cc(Cl)c(Cl)cc2C(=O)O)cc1,1,-1.1,9,-6,-5,-5,-2.4,6,0
O=C(Nc1ccccc1C(=O)NCc1ccco1)c1ccccc1,3,-3.1,11,-1,0,0,-2.2,18,-4
CCOc1cc(C(c2c(C)[nH][nH]c2=O)c2c(C)[nH][nH]c2=O)ccc1OS(=O)(=O)c1ccc(C)cc1,5,-1.6,-76,3,-10,-7,-3.0,5,7
COc1ccc(/C=N/NC(=O)CCN2CCN(c3ccccc3)CC2)c(OC)c1OC,0,-3.4,0,3,-4,-12,-0.1,-26,10
COc1ccc2c(c1)/C(=N/OC(=O)c1cccs1)CCC2,0,-0.4,4,6,-6,-6,-1.3,-5,-1
CC(=O)OC(COc1ccccc1)Cn1cnc2ccccc21 (stereo unspecified),3,-5.3,9,4,-5,-6,-2.7,26,-20
Fc1ccc(OCCCCN2CCOCC2)cc1,3,-3.3,15,1,1,-4,-0.9,1,6
Cc1ccc(NS(=O)(=O)c2cc(C(=O)N3CCc4ccccc4C3)ccc2Cl)cc1,-5,-4.7,23,-2,-3,-9,-2.3,-47,-3
Cn1cccc1Cc1nnc(SCC(=O)N2CCOCC2)n1-c1ccc(F)cc1,-1,-4.1,3,4,-3,2,-2.3,8,-14
CCOC(=O)c1sc2nc(-c3cccnc3)ccc2c1N,6,-4.2,33,-5,-2,-5,-1.6,-17,-11
